Compound activity (PubChem BioAssay)
OXTR ag: human OXTR agonism; CHO-OTR cells, Fluo-8 calcium fluorescence; normalized: DMSO 0%, oxytocin 100%; activation, % at 3 µM; 0.32% of 320,000 active; AID 2435;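 active means activation above the mean of all tested compounds plus 3 SD, cutoff set per screening run, cut at about 20% in these data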;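 further: peak over basal fluorescence ratio from a 100 s FLIPR kinetic read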
Target sequence (P30559 whole entry, looked up): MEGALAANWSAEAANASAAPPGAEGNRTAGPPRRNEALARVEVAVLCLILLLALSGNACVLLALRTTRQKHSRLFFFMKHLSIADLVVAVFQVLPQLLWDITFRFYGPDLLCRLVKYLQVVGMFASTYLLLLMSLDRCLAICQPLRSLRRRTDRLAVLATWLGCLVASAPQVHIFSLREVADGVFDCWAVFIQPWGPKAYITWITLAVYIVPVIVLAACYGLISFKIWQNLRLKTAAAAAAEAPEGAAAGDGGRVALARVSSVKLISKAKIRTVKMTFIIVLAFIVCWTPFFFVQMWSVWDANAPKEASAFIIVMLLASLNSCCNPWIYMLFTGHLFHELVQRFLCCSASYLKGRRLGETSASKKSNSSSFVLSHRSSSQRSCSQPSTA
GalR3 antagonist: antagonists of human GalR3; O60755; 0.44% of 360,000 active; AID 651719; inhibition, % at 3 µM; HEK293 GalR3-CNG cAMP membrane potential fluorescence; galR3 body fused to GalR1 C-terminus;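 active means inhibition above the screen-wide average plus 3 SD, cut at about 13% in these data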;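 further: forskolin and galanin both at EC90 stimulate the cells; cAMP rise reported by CNG channel membrane potential dye signal; 0% = forskolin plus galanin with DMSO and 100% = forskolin alone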
Target sequence (O60755 1-299 limits assumed): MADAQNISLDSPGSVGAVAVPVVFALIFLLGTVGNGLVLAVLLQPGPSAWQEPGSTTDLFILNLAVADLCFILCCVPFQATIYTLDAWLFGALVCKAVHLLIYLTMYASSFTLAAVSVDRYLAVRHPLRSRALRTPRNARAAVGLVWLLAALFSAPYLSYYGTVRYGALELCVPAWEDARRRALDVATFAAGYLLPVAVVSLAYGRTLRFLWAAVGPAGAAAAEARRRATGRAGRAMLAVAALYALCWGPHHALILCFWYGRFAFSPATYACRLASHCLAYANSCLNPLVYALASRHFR
VIM-2 inhibitor: inhibitors of Pseudomonas aeruginosa VIM-2 metallo-beta-lactamase; 0.89% of 290,000 active; inhibition, % at 5.6 µM; purified VIM-2, nitrocefin hydrolysis, epi-absorbance fluorescence;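 active means inhibition above the mean of all tested compounds plus 3 SD, cutoff set per screening run, cut at about 7.5% in these data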;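 further: red hydrolysis product quenches plate fluorescence so inhibitors raise well fluorescence; 0% = enzyme with DMSO and 100% = DMSO without enzyme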
HCV NS3 hel inh: HCV NS3 helicase inhibition; NS3 helicase DNA unwinding, Cy5 molecular beacon fluorescence; inhibition, % at 10.9 µM; 0.56% of 290,000 active; AID 1800;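 active means inhibition above the mean of all tested compounds plus 3 SD, set per campaign, cut at about 35% in these data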;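 further: 0% = DMSO wells and 100% = thioflavine S control wells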
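test system = hepatitis C virus NS3 helicase domain fragment enzyme | reagent = annealed dual-labelled DNA beacon duplex, ATP-started | times = 1 h at 25 °C | detection = Cy5 fluorescence, 0 and 60 min reads | read-out basis = percent inhibition from t60/t0 fluorescence ratio | control set = DMSO and thioflavine S | replication = one well per compound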
V1R ag counter: activates human V1a receptor in oxytocin agonist counter-screen; P37288; CHO-V1R cells, Fluo-8 calcium fluorescence, agonist mode; 0% DMSO, 100% 3 nM vasopressin; activation, % at 3 µM; 0.25% of 320,000 active; AID 2797;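 active means activation above the mean activation of all tested compounds plus 3 SD, per screening run, cut at about 20% in these data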;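 further: signal is peak over basal fluorescence ratio across a 100 second FLIPR read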
IMP-1 inh: blocks Pseudomonas aeruginosa IMP-1 metallo-beta-lactamase. AID 1556. 0.45% of 290,000 active. inhibition, % at 5.6 µM. purified IMP-1, nitrocefin hydrolysis, epi-absorbance fluorescence;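 active means inhibition above the mean plus 3 SD of all compounds in the same screening run, cut at about 4.5% in these data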;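 further: 0% = IMP-1 with DMSO and 100% = DMSO wells lacking enzyme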
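Test system: recombinant IMP-1 enzyme, purified / Medium: HEPES buffer pH 7.1 with ZnSO4 and Brij 35 / Doses: single dose, 5.6 µM / Times: 25 °C, 15 min preincubation, 25 min reaction / Detection: Epi-absorbance via hydrolysed-nitrocefin quenching of white-plate fluorescence, 480/530 nm, EDTA stop / Evaluation: percent inhibition from optical density relative to buffer-blank wells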
GPR7 antagonist: blocks human GPR7 receptor signaling | P48145 | GPR7-expressing cells, fluorescence antagonist assay | inhibition, % at 4.4 µM | 1.1% of 290,000 active | AID 1861; in the data active means inhibition above about 16%, passing the limit was not always enough;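 further: cells stimulated with the agonist NPW; 0% = agonist with vehicle and 100% = vehicle without agonist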
FID counter: counter-screen for HCV NS3 helicase inhibitors: DNA intercalator displacement. inhibition, % at 7.9 µM. DNA fluorescent intercalator displacement, fluorescence. 0.17% of 290,000 active; in the data active means inhibition above about 37%;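 further: 0% = vehicle and 100% = reference compound; higher means more ethidium bromide displaced from hairpin DNA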
PHOSPHO1 inh: blocks human PHOSPHO1 phosphatase activity; 1.1% of 290,000 active; AID 1565; Q8TCT1; inhibition, % at 13.3 µM; recombinant PHOSPHO1, absorbance phosphatase assay; in the data active means inhibition above about 60%
Target sequence (Q8TCT1 whole entry, looked up): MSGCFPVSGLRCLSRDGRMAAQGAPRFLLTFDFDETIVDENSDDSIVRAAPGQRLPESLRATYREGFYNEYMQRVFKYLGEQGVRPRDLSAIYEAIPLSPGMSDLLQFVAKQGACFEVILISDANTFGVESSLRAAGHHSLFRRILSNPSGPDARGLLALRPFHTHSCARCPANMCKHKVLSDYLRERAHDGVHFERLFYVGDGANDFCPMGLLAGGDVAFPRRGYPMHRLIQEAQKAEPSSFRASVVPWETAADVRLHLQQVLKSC
The depositor's hits bear a star; . = not tested or not shown. Outcome played no part in choosing rows. About 4.3% of those tested had a hit in this group.

SMILES | OXTR ag | GalR3 antagonist | VIM-2 inhibitor | HCV NS3 hel inh | V1R ag counter | IMP-1 inh | GPR7 antagonist | FID counter | PHOSPHO1 inh
CC(C)CC(C(=O)O)N1C(=O)[C@@H]2[C@H](C1=O)[C@@H]1C[C@H]2C(Br)C1Br (stereo partly specified) | -0.4 | -3 | -0.3 | 4 | 1.0 | -1.9 | -7 | -14 | 2
O=C(NC1CCCCC1)C(c1ccc(F)cc1)N(C(=O)Cc1ccsc1)c1ccc(F)cc1 (stereo unspecified) | 1.3 | 0 | -5.6 | -4 | 1.1 | -1.9 | -3 | 0 | -11
C/C(=N\Nc1cc(N2CCOCC2)ncn1)c1ccccc1 | -2.5 | -7 | -2.0 | 13 | -1.5 | -5.5 | -7 | -22 | -39
CC(C)(C)CC(=O)N[C@@H](Cc1ccccc1)c1nc2ccccc2[nH]1 | -0.3 | . | -1.9 | 2 | 0.1 | -1.3 | -9 | -8 | 39
O=S(=O)(c1ccc2nnn(O)c2c1)N1CCCCC1 | 0.9 | -5 | -2.0 | 2 | -0.3 | -2.2 | -5 | -2 | 6
CCOC(CCNC(=O)c1cn(CCOC)c(=O)c2c1c1ccccc1n2C)OCC | -0.5 | -12 | -0.5 | 3 | 2.4 | -4.0 | -4 | -26 | 19
Cc1cc(C)nc(N2CCCC(C(=O)NC(C)CCc3ccco3)C2)n1 (stereo unspecified) | -1.8 | -7 | 1.2 | 2 | -1.7 | -0.5 | 14 | -23 | -4
O=C(c1ccncc1)N(c1ccc2oc3c(c2c1)CCCC3)S(=O)(=O)c1ccc(F)cc1 | -0.6 | -1 | -4.3 | -11 | 0.8 | -2.3 | -25 | -16 | -5
CC(C)Nc1nc(NC(C)C)nc(N(C#N)CCOc2ccc(Cl)cc2Cl)n1 | -0.7 | -3 | -2.4 | -33 | 1.5 | -1.5 | -12 | -25 | -2
Cc1ccc(N(C(=O)Cn2nnc(-c3ccccc3)n2)C(C(=O)NC2CCCCC2)c2ccccn2)cc1C (stereo unspecified) | -1.9 | -4 | -2.1 | -2 | -0.7 | -3.3 | -6 | -1 | -4
Cc1cc(NC(=O)CSc2nnc(C3COc4ccccc4O3)n2C)no1 (stereo unspecified) | -0.1 | 1 | -2.2 | -1 | -0.2 | -2.3 | -1 | -22 | -13
N#C/C(=C/c1cccc([N+](=O)[O-])c1)c1nnc2n1CCCCC2 | -0.8 | -2 | -3.1 | 7 | 0.3 | -2.5 | -1 | 3 | -6
NS(=O)(=O)c1ccc(Nc2nc(-c3ccc4ccccc4c3)cs2)cc1 | 3.0 | -2 | -1.5 | -9 | 0.2 | -2.4 | -1 | 7 | 10
O=C(Nc1ccccc1)C1CC(O)CN1S(=O)(=O)c1ccc([N+](=O)[O-])cc1 (stereo unspecified) | 1.0 | -7 | -2.5 | -5 | 0.2 | -1.8 | -4 | 8 | 4
CC(=O)Nc1nnc(SCC(=O)NC2CCCC2)s1 | 0.3 | -8 | -1.5 | -9 | 11 | -1.8 | -1 | -3 | 16
COC(=O)c1sc(SC)nc1N | -0.2 | . | 1.4 | 25 | 0.4 | -1.2 | 9 | 0 | 32
Cc1cccc(NC(=S)NCC(C)CSc2ccc(Cl)cc2)c1 (stereo unspecified) | 1.9 | -8 | -4.9 | -12 | 4.1 | -4.1 | -10 | -6 | -15
Cc1ccc2nc(/C(C#N)=C/c3ccc(-c4cccc([N+](=O)[O-])c4)o3)[nH]c2c1 | 2.1 | -1 | 3.0 | 6 | 2.7 | 0.1 | 6 | 1 | 1
Cc1ccc(NS(=O)(=O)c2ccc(-c3csc(C)n3)s2)c(C)c1 | -0.9 | -2 | -3.0 | -10 | -0.1 | -0.5 | -30 | -23 | 32
CN1CCN(C(=O)C2=C[C@@H](c3coc4ccccc4c3=O)C[C@@H](OCCCCO)O2)CC1 | -0.5 | -9 | -1.1 | -3 | 0.2 | -0.7 | -8 | 0 | 32
CNc1ccc(Br)cc(C(=O)/C=C/c2cc(OC)ccc2OC)c1=O | 1.7 | -5 | -1.5 | 40* | 3.2 | -0.7 | 10 | -22 | -21
N#Cc1nc(COc2ccc(F)cc2)oc1NCCN1CCOCC1 | 0.1 | -4 | -3.7 | 1 | 0.4 | -4.3 | -17 | -4 | 12
CCN(C(=O)COc1ncnc2ccc(Br)cc12)C1CCS(=O)(=O)C1 (stereo unspecified) | 0.9 | -1 | -2.2 | 0 | 0.5 | -2.8 | -14 | 0 | 21
COc1ccc(S(=O)(=O)N2CCN(C(=O)c3ccco3)CC2)c(C)c1C | 1.1 | -6 | -1.7 | -5 | 1.4 | -3.3 | -21 | -28 | .
COc1ccc(-c2nnc(SCC(=O)NCCC(C)C)nc2-c2ccc(OC)c(OC)c2)cc1OC | -1.3 | 6 | -1.4 | -4 | -0.5 | -3.5 | -16 | -48 | 46
COc1cc(C)c2c(c1C=O)Oc1c(c(C)c(O)c3c1C(O)OC3=O)OC2=O (stereo unspecified) | 1.2 | -1 | -0.6 | 30 | 0.7 | 0.8 | -23 | -20 | 32
O=C(N/N=C/c1ccc(O)c([N+](=O)[O-])c1)C1CC1(c1ccccc1)c1ccccc1 (stereo unspecified) | -2.8 | -5 | -6.1 | 18 | -1.7 | -2.3 | -14 | -2 | 4
CSc1ccc(/C=C(/NC(=O)c2ccccc2)C(=O)NCCN2CCOCC2)cc1 | -1.3 | -2 | -1.8 | -11 | -0.1 | -1.2 | -2 | 8 | 41
Cc1csc(NC(=O)CSCC(=O)O)c1-c1nc2ccccc2s1 | 0.3 | 1 | 1.6 | 18 | 0.7 | 1.7 | 6 | -16 | -14
CC(C)N1CCc2[nH]c(=S)[nH]c(=O)c2C1 | -1.3 | -11 | -1.9 | 7 | 1.1 | -2.4 | -1 | 2 | -9
Clc1ccc2nc(-c3ccc(Cl)nc3)[nH]c2c1 | 5.8 | -6 | 1.0 | -2 | 3.8 | -2.4 | -10 | -4 | 33
Fc1ccc(NC(=S)NC2CC3CCC(C2)N3Cc2ccco2)cc1 (stereo unspecified) | 1.9 | -6 | -3.8 | -6 | -0.5 | 1.8 | -8 | 3 | 24
O=S(=O)(/N=C(\c1ccccc1)N1CCOCC1)c1cccs1 | -0.1 | -2 | -0.8 | 2 | -0.3 | -3.0 | -12 | -3 | 25
CC(=O)[C@H]1[C@H](C#N)C[C@H]2[C@@H]3CC=C4C[C@@H](O)CC[C@]4(C)[C@H]3CC[C@@]21C | 2.7 | . | -3.8 | -2 | 0.4 | -2.9 | 7 | -5 | -1
COc1cccc(-c2nc(CS(=O)(=O)CC(=O)Nc3c(C)cccc3C)c(C)o2)c1 | -1.7 | . | 0.9 | -1 | 0.1 | -2.0 | -2 | 2 | 14
Cc1noc(C)c1COc1ccc2ccc(=O)oc2c1 | -0.7 | -4 | -3.0 | 7 | -0.2 | -3.5 | -1 | 0 | 28

7 entries already listed, arranged by molar mass, ascending.
SMILES | OXTR ag | GalR3 antagonist | VIM-2 inhibitor | HCV NS3 hel inh | V1R ag counter | IMP-1 inh | GPR7 antagonist | FID counter | PHOSPHO1 inh
Cc1noc(C)c1COc1ccc2ccc(=O)oc2c1 | -0.7 | -4 | -3.0 | 7 | -0.2 | -3.5 | -1 | 0 | 28
CC(=O)Nc1nnc(SCC(=O)NC2CCCC2)s1 | 0.3 | -8 | -1.5 | -9 | 11 | -1.8 | -1 | -3 | 16
O=S(=O)(/N=C(\c1ccccc1)N1CCOCC1)c1cccs1 | -0.1 | -2 | -0.8 | 2 | -0.3 | -3.0 | -12 | -3 | 25
Cc1cccc(NC(=S)NCC(C)CSc2ccc(Cl)cc2)c1 (stereo unspecified) | 1.9 | -8 | -4.9 | -12 | 4.1 | -4.1 | -10 | -6 | -15
CNc1ccc(Br)cc(C(=O)/C=C/c2cc(OC)ccc2OC)c1=O | 1.7 | -5 | -1.5 | 40* | 3.2 | -0.7 | 10 | -22 | -21
CC(C)CC(C(=O)O)N1C(=O)[C@@H]2[C@H](C1=O)[C@@H]1C[C@H]2C(Br)C1Br (stereo partly specified) | -0.4 | -3 | -0.3 | 4 | 1.0 | -1.9 | -7 | -14 | 2
O=C(NC1CCCCC1)C(c1ccc(F)cc1)N(C(=O)Cc1ccsc1)c1ccc(F)cc1 (stereo unspecified) | 1.3 | 0 | -5.6 | -4 | 1.1 | -1.9 | -3 | 0 | -11

Continued:
SMILES | OXTR ag | GalR3 antagonist | VIM-2 inhibitor | HCV NS3 hel inh | V1R ag counter | IMP-1 inh | GPR7 antagonist | FID counter | PHOSPHO1 inh
CC(=NCCN1CCN(C(=S)Nc2ccccc2)CC1)C1=C(O)CC(C)(C)CC1=O | -0.3 | 3 | -0.6 | -2 | 0.5 | -1.9 | 4 | -6 | 17
NS(=O)(=O)c1ccc(CCNC(=O)c2cncc(Br)c2)cc1 | -0.4 | 2 | -3.4 | 9 | -0.3 | -3.4 | -3 | -3 | 6
C#CC1(NC(=O)NS(=O)(=O)c2ccc(C)cc2)CCCCC1 | -1.3 | -6 | -1.1 | 4 | -0.1 | -4.5 | -8 | -19 | 40
O=c1c2cnn(-c3ccccc3)c2nc(-c2cccs2)n1-c1cccc(Cl)c1 | -0.3 | -10 | -3.9 | -5 | 0.9 | -4.7 | 4 | 4 | 1
N#Cc1nc(-c2ccccc2Cl)oc1NCC1CCCO1 (stereo unspecified) | 0.0 | 0 | 0.7 | 1 | 0.8 | -0.4 | 16 | -9 | 3
Cc1ccc(-n2nnnc2-c2cnc(N3CCCC3)nc2C(F)(F)F)cc1 | 0.0 | -8 | -2.9 | -5 | 3.9 | -3.1 | -3 | -36 | -4
O=C1CC(C(=O)Nc2ccc(C(=O)N3CCOCC3)cc2)C2(CCCCC2)O1 (stereo unspecified) | -0.7 | -2 | -5.7 | 11 | 0.1 | -3.8 | -13 | -4 | 22
CC(=O)Nc1ccc(S(=O)(=O)N2CCN(Cc3ccncc3)CC2)cc1 | 0.8 | 6 | -3.8 | 5 | 1.0 | -4.3 | 5 | 0 | -1
CC(C)(C)c1csc(NC(=O)c2cccnc2)n1 | . | -5 | -3.1 | -6 | . | -4.8 | -12 | -1 | 34
Cc1ccc(C(=O)CN2CCN(c3ccccn3)CC2)c(C)c1 | . | 3 | -0.8 | 5 | . | -4.3 | -15 | -18 | 18
C=CCc1cccc(C=Nc2c[nH]c(=O)[nH]c2=O)c1O | -0.7 | -6 | -1.3 | -1 | -0.1 | -0.7 | -13 | -4 | -24
O=S(=O)(c1ccccc1C(F)(F)F)N1CCN(S(=O)(=O)c2ccccc2C(F)(F)F)CC1 | 0.3 | -2 | -3.8 | -8 | 1.0 | -1.3 | -4 | 1 | 7
Cc1cccc(NC(=O)N2CCCC2C(=O)Nc2ccccc2)c1 (stereo unspecified) | -1.0 | 5 | -3.7 | 2 | -0.3 | -1.4 | -12 | 7 | 12
CCN(CC)C(=O)C1CCCN(c2ccc([N+](=O)[O-])cc2/C=N/NC(=O)c2cccc(Br)c2)C1 (stereo unspecified) | -2.1 | -1 | -6.5 | -2 | -0.9 | -1.3 | -3 | -1 | 22
